# Source: PubChem BioAssay
# MITF inh – blocks human microphthalmia-associated transcription factor | actives 0.91% (n = 650,000) | AlphaScreen MITF homodimerization, bead proximity signal | O75030 | inhibition, % at 2.6 µM; in the data active = inhibition above about 50%;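 also: 0% = vehicle wells with protein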
# Target sequence (O75030 whole entry, looked up): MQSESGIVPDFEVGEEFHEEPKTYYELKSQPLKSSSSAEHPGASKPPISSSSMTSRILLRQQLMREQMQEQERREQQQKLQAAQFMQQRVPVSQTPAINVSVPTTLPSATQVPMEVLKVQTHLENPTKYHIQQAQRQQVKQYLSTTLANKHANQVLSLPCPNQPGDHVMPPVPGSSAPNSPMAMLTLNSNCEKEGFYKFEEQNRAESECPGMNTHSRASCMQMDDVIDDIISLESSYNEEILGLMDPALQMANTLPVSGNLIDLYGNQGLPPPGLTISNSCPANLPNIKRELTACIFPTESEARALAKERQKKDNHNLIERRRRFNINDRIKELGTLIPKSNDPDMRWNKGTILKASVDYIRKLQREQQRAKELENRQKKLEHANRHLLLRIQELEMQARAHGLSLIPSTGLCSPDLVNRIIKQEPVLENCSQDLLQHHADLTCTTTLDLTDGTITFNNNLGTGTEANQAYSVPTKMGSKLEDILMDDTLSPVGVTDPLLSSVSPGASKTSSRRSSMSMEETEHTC
# TEAD-YAP inh – TEAD-YAP interaction inhibition | HEK-TIYL cells, TEAD-Gal4/YAP UAS-luciferase luminescence | inhibition, % at 9.12 µM | actives 1.4% (n = 640,000) | AID 1259422; in the data active = inhibition above about 32%;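 also: 0% = median of test compound wells and 100% = reference inhibitor wells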
# GPR151 ag – activators of human GPR151; PathHunter beta-arrestin GPR151 cells, luminescence; activation, % at 11.2 µM; actives 1% (n = 650,000); AID 1508602; in the data active = activation above about 4.9%;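 also: 0% = median of compound wells and 100% = cells with positive control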
# Target sequence (Q8TDV0 whole entry, looked up): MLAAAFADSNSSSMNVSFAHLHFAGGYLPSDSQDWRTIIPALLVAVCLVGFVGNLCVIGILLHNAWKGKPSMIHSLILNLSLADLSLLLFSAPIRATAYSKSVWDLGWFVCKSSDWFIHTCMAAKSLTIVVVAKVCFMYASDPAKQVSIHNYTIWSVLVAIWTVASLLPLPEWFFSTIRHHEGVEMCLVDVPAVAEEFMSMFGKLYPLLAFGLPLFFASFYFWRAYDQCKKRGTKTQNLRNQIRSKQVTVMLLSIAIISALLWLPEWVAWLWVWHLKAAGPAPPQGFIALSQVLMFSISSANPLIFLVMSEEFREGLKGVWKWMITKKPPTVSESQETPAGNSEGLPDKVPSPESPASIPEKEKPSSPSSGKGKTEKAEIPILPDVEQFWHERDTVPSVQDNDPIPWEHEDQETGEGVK
# FBW7 activator – activators of human E3 ligase FBW7; Q969H0; AlphaScreen FBW7–phospho-cyclin E peptide binding, activator screen; normalized activity (activation), % at 26.1 µM; actives 0.13% (n = 650,000); in the data active = normalized activity above about 1.9%;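 also: purified mutant Fbw7 with reduced substrate affinity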
# An asterisk follows results filed as active. An unsorted share of the library; any-hit rate near 3.4%.
# Preview, 2 compounds:
SMILES,MITF inh,TEAD-YAP inh,GPR151 ag,FBW7 activator
CN1C(=O)N(CC(=O)O)C(=O)C12CCCCC2,4,12,0.2,0.1
CC(C)n1c(-c2ccccc2)nc2c(NCCO)ncnc21,1,1,2.5,-0.1

# Main list, from the start:
SMILES,MITF inh,TEAD-YAP inh,GPR151 ag,FBW7 activator
CN1C(=O)N(CC(=O)O)C(=O)C12CCCCC2,4,12,0.2,0.1
CC(C)n1c(-c2ccccc2)nc2c(NCCO)ncnc21,1,1,2.5,-0.1
Cc1cccc2cc(CN(Cc3cccnc3)Cc3nnnn3C3CCCC3)c(=O)[nH]c12,-1,17,0.1,-0.1
COC(=O)C1=C(C)NC(=S)NC1c1ccc(OC)c(Br)c1 (stereo not given),7,-1,-0.7,0.1
COc1ccccc1/C=C/CN1CCC2(CC1)CC2C(=O)N(C)Cc1cscn1 (stereo not given),3,-3,0.0,0.1
Cc1ccc(NS(=O)(=O)c2ccc3c(c2)C(C)(C)C(=O)N3C)cc1C,7,4,-0.5,-0.1
COc1ccc(CNc2ccc3ncc(-c4cccc(CO)c4)n3n2)cc1,-22,33*,-0.7,-0.1
COc1ccccc1CCC(=O)OC/C(O)=C(\C#N)c1nc2ccccc2[nH]1,18,10,-0.4,-0.1
Cc1ccc(OC(=O)c2ccccc2[N+](=O)[O-])cc1,2,-2,0.9,0.0
CC(C)c1c(-c2ccccc2)[n+](=O)c2c(n1[O-])CCCC2,6,5,1.5,0.0
COc1ccc(C2(CC(=O)NCCSC)CC(=O)N(C3CCCC3)C2=O)cc1 (stereo not given),6,15,1.3,0.1
C=CCN1C(=O)C(CC(=O)Nc2ccc(C)cc2)SC1=Nc1ccc(O)cc1 (stereo not given),30,7,0.1,-0.1
CCCCNc1nc2c(c(=O)n(Cc3cccc(Br)c3)c(=O)n2C)n1C,4,6,3.2,-0.1
O=C1CCCC(O)=C1C=Nc1ccc(C(=O)NCC2CCCO2)cc1 (stereo not given),-5,-24,-0.9,0.1
COc1ccccc1C(=O)NCC(c1cccs1)N1CCc2ccccc2C1 (stereo not given),-6,-7,-0.2,0.0
Cc1ccc(C(=O)NNc2ncnc3c2cnn3C)cc1,11,-6,3.4,0.0
CCOC(=O)C1C(=O)NC(SCC(=O)Nc2c(C)cc(C)cc2C)=C(C#N)C1c1ccccc1Cl (stereo not given),11,9,-1.6,0.0
Cc1ccc(NC(=O)CN(c2ccc(C(C)C)cc2)S(C)(=O)=O)cc1Cl,2,-31,-0.6,0.1
O=[N+]([O-])c1cccc(C2=Nc3ccccc3N=C(c3ccccc3O)C2)c1,-10,-42,0.6,-0.1
CCc1c(C)c(C#N)c2nc3ccccc3n2c1N1CCN(C/C=C/c2ccccc2)CC1,-2,3,1.9,0.1
CSCC(NS(=O)(=O)c1ccc(C)cc1)C(=O)O (stereo not given),-1,5,1.0,0.7
CC1CCc2c(sc(NC(=O)COC(=O)/C=C/c3ccc(O)cc3)c2C(N)=O)C1 (stereo not given),3,-4,-1.3,0.0
Cc1sc2ncc(C(=O)N(C)Cc3ccccc3)c(=O)n2c1C,14,1,0.5,0.3
COc1nccnc1NS(=O)(=O)c1ccc(NC(=S)NC(=O)c2cccs2)cc1,14,-15,-7.8,0.4
CC1(C)[C@H]2CC=C(CN3CCc4nnc(Cc5ccccc5)n4CC3)[C@@H]1C2,-7,-1,1.0,-0.1
CC(=O)c1ccc(-c2cc(Cl)c3c(c2)CC(CNC(=O)c2nonc2C)O3)s1 (stereo not given),-1,-6,-0.9,0.0
CN(Cc1ccccc1)S(=O)(=O)c1cc2c3c(c1)CC(=O)N3CCC2,8,2,0.9,-0.2
CCNc1nc(Cl)nc(NCCOc2ccc(C)cc2)n1,12,-6,-0.5,0.4
CCC(SC1=NCCS1)C(=O)Nc1ccc(S(N)(=O)=O)cc1 (stereo not given),11,4,0.8,0.1
CC(=O)Nc1c(C(=O)C2CC2)oc2ccccc12,11,7,1.4,0.0
CCOC(=O)c1c(NC(=O)CSc2nnc(CNC(=O)c3cccs3)n2C)sc2c1CCC2,-22,-19,-0.1,0.1
CC(C)N(CCNc1nc(-c2ccc(C(=O)NC3CC3)cc2)nc2c1ncn2-c1ccsc1)C(C)C,-9,60*,-0.6,0.0
O=C(Cc1n[nH]c(=O)c2ccccc12)Nc1ccc(-c2nnc3n2CCCCC3)cc1,8,0,-0.8,0.2
CCS(=O)(=O)N(CC(=O)Nc1sc(C)c(C)c1C(N)=O)Cc1ccccc1,-2,-2,-0.1,-0.2
COc1ccc(C(=O)Oc2ccc(/C=C(\C#N)C(N)=S)cc2)cc1,-2,2,-0.1,0.0
C[C@@H](C(=O)NCc1ccc(F)cc1)N1C(=O)C2CC=CCC2C1=O (stereo not given in full),-6,4,0.3,-0.1
CC1(C)CC(=O)C2=C(C1)Nc1ncnn1C2c1ccc(F)cc1 (stereo not given),-21,-3,0.7,0.0
CN(C)S(=O)(=O)c1ccc(N=CC2=C(O)CC(C)(C)CC2=O)cc1,13,-5,-2.1,0.2
Cc1c(Br)c([N+](=O)[O-])nn1C(C)C(=O)N1CCCc2ccccc21 (stereo not given),-6,5,0.4,0.1
CCOC(=O)N1CCN(C(=O)CSCc2nc(-c3ccccc3F)oc2C)CC1,20,3,-0.3,0.0
CCN(c1cccc(C)c1)S(=O)(=O)c1cc(C(=O)Nc2ccc(Cl)c(Cl)c2)ccc1F,-21,0,-0.4,0.2
COc1ccc(OC)c2[nH]c(=O)c(CCNC(=O)C(C)Oc3ccccc3)cc12 (stereo not given),3,4,-0.2,-0.1
COc1ccc(-c2ccc(=O)n(CC3CCN(C(=O)C4CCCC4)CC3)n2)cc1,-1,-8,-0.2,-0.1
Cc1c(Cl)cccc1NC(=S)N(CCCN1CCCCC1)Cc1ccco1,7,0,-0.3,-0.2
Cc1ccccc1N(CCCN1C(=O)c2cccc3cccc(c23)C1=O)C(=O)Cc1ccccc1,-8,-2,1.1,0.1
Cc1cc(C(=O)N/N=C2\CC(=O)CC(C)(C)C2)c2ccccc2n1,-4,5,3.4,0.2
COC(=O)c1ccc(/C=N/Nc2ccc(Cl)c(C(=O)O)c2)cc1,7,-51,-6.3,-0.1
Cc1c(C(=O)N(C)Cc2ccccc2)sc2ncn(C)c(=O)c12,13,-15,-1.9,0.0

# Record cards, from the list above.
# `CCOC(=O)C1C(=O)NC(SCC(=O)Nc2c(C)cc(C)cc2C)=C(C#N)C1c1ccccc1Cl` (stereo not given) is listed as MITF inh = 11; TEAD-YAP inh = 9; GPR151 ag = -1.6; FBW7 activator = 0.0
# `O=C(Cc1n[nH]c(=O)c2ccccc12)Nc1ccc(-c2nnc3n2CCCCC3)cc1` is listed as MITF inh = 8; TEAD-YAP inh = 0; GPR151 ag = -0.8; FBW7 activator = 0.2

# Following part.
SMILES,MITF inh,TEAD-YAP inh,GPR151 ag,FBW7 activator
COc1ccc(N2Cc3ccc(OC)c(OC)c3C2=O)cc1,-1,-27,-0.5,0.0
Cc1ccc(C(=O)c2ccccc2C(=O)O)cc1Cl,3,7,-1.4,0.0
Cc1ccc(NC(=O)CCC2CCCCC2)nc1,9,-79,-0.1,0.4
O=C/C=C/C1=C2OC3C=CC=CC3=CC2c2ccccc21 (stereo not given),35,0,-1.8,-0.2
COc1ccc(NC(=O)CCSc2nc3ccccc3s2)cc1,11,-9,0.7,0.1
CCOC(=O)c1c(NC(=O)COC(=O)c2ccccc2)sc2c1CC(C)(C)NC2(C)C,5,2,-0.6,-0.2
Nc1c(C(=O)c2ccc(Cl)cc2)sc2nc3c(c(-c4ccco4)c12)CCC3,-5,1,1.1,0.1
CCOC(=O)C1=C(C)N=c2s/c(=C\c3cc(C)n(-c4ccc(C(=O)O)cc4)c3C)c(=O)n2C1c1c(OC)ccc2ccc(OC)cc12 (stereo not given),0,-11,1.9,0.0
Oc1ccc(Cl)cc1C1CC(c2ccc3c(c2)OCO3)=NC(c2cccc(Cl)c2)N1 (stereo not given),12,-11,0.9,0.7
Cc1cc(C(=O)N2CCC(C(=O)NC(c3ccc(F)cc3)c3ccccn3)CC2)no1 (stereo not given),-15,5,0.8,-0.1
O=[N+]([O-])c1cccc(-c2noc(C34CC5CC(CC(C5)C3)C4)n2)c1,-9,1,2.2,0.0
Cc1ccc(CN2CCC(C(=O)N3CCN(c4cccc(C)c4C)CC3)CC2)o1,37,10,-1.4,-0.1
Cc1sc2ncnc(N3CCCCC3)c2c1-c1ccccc1,1,2,2.7,-0.1
Cc1ccc(C)c2[nH]c(=O)c(CN(Cc3ccco3)Cc3nnnn3CC3CCCO3)cc12 (stereo not given),9,12,-1.0,0.0
Cc1cc(C)c(OCC(O)CN2CCN(C(=O)c3ccccc3)CC2)c(C)c1 (stereo not given),31,-11,0.2,-0.2
Fc1ccc(N2N=C(c3cccs3)CC2c2ccccc2)cc1 (stereo not given),-37,4,1.4,1.4
Cc1ncc2c(NCCc3ccccc3)nc3ccccc3n12,3,-14,-2.4,-0.3
CC1(C)CC(O)CC(C)(CN=Cc2c(O)n(-c3ccc(Cl)cc3)c(=O)[nH]c2=O)C1 (stereo not given),-4,12,-0.7,0.1
N#C/C(=C\c1ccc(-c2ccc(Cl)c(C(=O)O)c2)o1)C(=O)NCc1ccco1,5,-10,-0.3,0.0
COCCCNc1nccn2c(-c3ccc4c(c3)OCO4)cnc12,-23,11,0.5,-0.4
Cc1cccc(C)c1N1CCN(C(=O)Cn2cncn2)CC1,-5,-2,-2.4,0.0
O=C(COc1cccc2c1CCN(Cc1ccc(F)cc1)C2=O)NC1CCCCC1,-5,-7,3.6,0.1
COc1cc(Cl)c(C2Oc3nc(SC)nnc3-c3ccccc3N2C(C)=O)cc1OC (stereo not given),16,2,1.0,0.3
O=C(COC(=O)c1cccnc1Cl)NCc1ccco1,10,7,3.7,0.0
Cc1ccc(C(=O)NNS(=O)(=O)c2ccc(C)c([N+](=O)[O-])c2)cc1,-16,-6,-0.5,-0.2
Nc1ccc(-c2nc3ccc(C(=O)O)cc3s2)cc1,-10,75*,-8.5,0.2
CC(c1ccccc1)c1cc(C(=O)NCCc2cccs2)on1 (stereo not given),9,-57,-0.2,0.0
O=c1[nH]c(NN2CCOCC2)nnc1Cc1ccccc1,6,6,-0.5,0.0
Cc1ccc(-c2c(C(=O)Nc3cc(C(F)(F)F)cc(C(F)(F)F)c3)oc(=O)c3ccccc23)cc1,-8,-11,0.8,0.1
O=C(Cn1cc(/C=C/c2nc(O)c([N+](=O)[O-])c(=O)[nH]2)c2ccccc21)Nc1ccc(F)cc1,14,9,5.5*,-0.2
CCCCOc1ccc(C(=O)Nc2cc3cc(Br)ccc3oc2=O)cc1,12,8,-0.3,0.0
O=C1NCCN(Cc2cccc3ccccc23)C1CC(=O)N1CCN(c2ncccn2)CC1 (stereo not given),-7,-5,0.1,0.7
Cc1nc(N2CCN(C)CC2)c2c(C)c(C(=O)NCc3ccccc3Cl)sc2n1,2,-4,-1.8,0.4
CCOC(=O)CNC(=O)/C(=C\c1ccc([N+](=O)[O-])cc1)NC(C)=O,-4,4,-0.2,0.3
Cn1cccc1C(=O)OCc1nc2ccccc2c(=O)[nH]1,4,-27,-1.5,-0.2
CC1(C)COC(c2ccc(O)cc2)OC1,21,8,-1.1,0.0
COc1ccc(N2CCN(C(=O)c3cc4c(C)nc5ccccc5c4o3)CC2)cc1,-10,3,0.2,-0.3
COC(=O)c1ccc(C2C(C(=O)OCCOc3ccccc3)=C(C)NC3=C2C(=O)CCC3)cc1 (stereo not given),0,2,0.3,0.0
O=C(CSc1nc(=O)n(Cc2ccncc2)c2c1CCC2)NC1CCCC1,-19,-6,0.2,-0.4
CCn1c(C(=O)O)c(CNCCc2c[nH]c3ccccc23)c2ccccc21,-1,11,-0.9,0.0
O=C(NC1CCCCC1)C(c1cccnc1)N(C(=O)c1csnn1)c1ccccc1F (stereo not given),3,0,-0.1,0.0
NS(=O)(=O)c1ccc(CCNC(=O)CSc2ccsc2[N+](=O)[O-])cc1,4,4,0.7,-0.1
O=C(NNCc1ccccc1O)c1ccccc1O,-12,-39,1.6,-0.2
O=C(CON1C(=O)CCC1=O)N1CCN(c2ccccc2)CC1,-6,11,0.0,-0.1
Cc1nc2ccccn2c1C(=O)N1CCCC1,21,6,0.0,0.0
CC1(C)CC(=O)c2sc(NC(=O)/C=C/c3cccc([N+](=O)[O-])c3)nc2C1,1,2,-0.5,-0.1
O=C(NCC1CCC2(CCN(Cc3ccccn3)CC2)O1)c1ccc(-n2cccn2)cc1 (stereo not given),1,4,0.7,-0.1
Cc1[nH]c(=O)[nH]c(=O)c1S(=O)(=O)Nc1cccc2ccccc12,0,-4,0.9,-0.3
Cc1nc(C)c(NC(=O)N2CCCCC2C)cc1NC(=O)N1CCCCC1C (stereo not given),-1,-1,4.9*,-0.1
O=C1C(=O)N(CC2CCCO2)C(c2ccc(Br)cc2)/C1=C(/O)c1ccccc1 (stereo not given),1,1,-0.3,0.1

# As entered above.
# TEAD-YAP inh result of O=C(CON1C(=O)CCC1=O)N1CCN(c2ccccc2)CC1 → 11
# TEAD-YAP inh result of Cc1nc(C)c(NC(=O)N2CCCCC2C)cc1NC(=O)N1CCCCC1C (stereo not given) → -1
# FBW7 activator result of O=C(NC1CCCCC1)C(c1cccnc1)N(C(=O)c1csnn1)c1ccccc1F (stereo not given) → 0.0
# GPR151 ag result of O=C(CSc1nc(=O)n(Cc2ccncc2)c2c1CCC2)NC1CCCC1 → 0.2
# MITF inh result of NS(=O)(=O)c1ccc(CCNC(=O)CSc2ccsc2[N+](=O)[O-])cc1 → 4
# GPR151 ag result of COc1ccc(N2CCN(C(=O)c3cc4c(C)nc5ccccc5c4o3)CC2)cc1 → 0.2
